# GLD-1 RNA inh: GLD-1-TGE RNA interaction inhibition (C. elegans); Q17339; purified GLD-1 + fluorescein TGE RNA, fluorescence polarization; inhibition, % at 5.96 µM; actives 0.44% (n = 320,000);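 active = percent inhibition above a per-plate cutoff, the plate mean of test compounds plus 3 SD, cut at about 30% in these data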;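 also: 0% = DMSO wells with GLD-1 and probe and 100% = wells lacking GLD-1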
# GRK2 inh: blocks RNA aptamer binding to human GRK2 | P25098 | bead flow cytometry, FAM-aptamer displacement from GRK2 | inhibition of aptamer binding, % at 10 µM | actives 0.59% (n = 330,000) | AID 488847;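 active = inhibition of aptamer binding above 40%, roughly 3 SD of noise, on plates passing a quality check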;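 also: median bead fluorescence of bound FAM aptamer so fluorescent compounds give negative values; no value below 0 was filed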
# BCLXL inh: Bcl-xL (human) inhibition; actives 0.7% (n = 320,000); GST-Bcl-xL / FITC-Bim BH3 peptide fluorescence polarization; Q07817; AID 2129; inhibition, % at 10.9 µM;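 active = inhibition above the mean of all tested compounds plus 3 SD, cutoff set per campaign, cut at about 30% in these data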;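 also: 0% = DMSO wells and 100% = unlabeled Bim-BH3 peptide competitor; inhibitors lower millipolarization by displacing the labeled peptide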
# Fam108B inh: blocks mouse Fam108B hydrolase in RBBP9 counter-screen | actives 0.33% (n = 300,000) | inhibition, % at 9.51 µM | recombinant Fam108B, FP-Rh probe fluorescence polarization;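 active = inhibition above the screen mean inhibition plus 3 SD, computed separately per campaign, cut at about 18% in these data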;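 also: inhibitors lower polarization as less probe binds the enzyme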
# CIT2-GFP yeast: alters CIT2-GFP fluorescence in TOR pathway yeast screen; GFP response vs DMSO, % at 10 µM; AID 2029; S. cerevisiae CIT2-GFP strain, flow cytometry, 3 h; 100 means same as DMSO wells; actives 0.065% (n = 320,000);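 active = GFP response relative to DMSO above a set limit, near the screen mean plus 3 SD, cut at about 150% in these data; inconclusive = Fewer than 70 cells measured for a yeast strain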;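 also: ratio of well median GFP fluorescence to mean of DMSO wells on the plate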
# AGP1-GFP MLPCN: modulators of TOR pathway AGP1-GFP in S. cerevisiae; actives 0.02% (n = 320,000); S. cerevisiae AGP1-GFP multiplex flow cytometry, 3 h; GFP as percent of DMSO wells; GFP response vs DMSO, % at 10 µM;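 active = GFP response relative to DMSO above a set limit, near screen average plus 3 SD, cut at about 150% in these data; inconclusive = fewer than 70 cells counted for the yeast strain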;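 also: median GFP channel fluorescence of the gated AGP1 strain per well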
# MEX-5 binding: C. elegans MEX-5 TCR-2 RNA binding activity | activity score (negative = inhibition of binding), % at 10 µM | MEX-5/FITC-TCR2 RNA binding, fluorescence polarization; active compounds read low | Q9XUB2 | AID 1832 | actives 0.38% (n = 300,000);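 active = inhibition past about -25% in most replicates, and total fluorescence under double the plate's negative control median, limit read from the data; inconclusive = replicates evenly split on the limit, or fluorescence at least double controls; inactive = too little inhibition in most replicates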;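 also: 0% = DMSO and -100% = 5 µM competing unlabeled TCR2 RNA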
# VLA-4 inh: inhibition in a human VLA-4 binding assay; VLA-4 expressing cells, ligand binding flow cytometry; inhibition, % (about 7 µM as worked out from the volumes in the protocol); actives 0.2% (n = 330,000); in the data active = inhibition above about 50%
# Target sequence (P13612 whole entry, looked up): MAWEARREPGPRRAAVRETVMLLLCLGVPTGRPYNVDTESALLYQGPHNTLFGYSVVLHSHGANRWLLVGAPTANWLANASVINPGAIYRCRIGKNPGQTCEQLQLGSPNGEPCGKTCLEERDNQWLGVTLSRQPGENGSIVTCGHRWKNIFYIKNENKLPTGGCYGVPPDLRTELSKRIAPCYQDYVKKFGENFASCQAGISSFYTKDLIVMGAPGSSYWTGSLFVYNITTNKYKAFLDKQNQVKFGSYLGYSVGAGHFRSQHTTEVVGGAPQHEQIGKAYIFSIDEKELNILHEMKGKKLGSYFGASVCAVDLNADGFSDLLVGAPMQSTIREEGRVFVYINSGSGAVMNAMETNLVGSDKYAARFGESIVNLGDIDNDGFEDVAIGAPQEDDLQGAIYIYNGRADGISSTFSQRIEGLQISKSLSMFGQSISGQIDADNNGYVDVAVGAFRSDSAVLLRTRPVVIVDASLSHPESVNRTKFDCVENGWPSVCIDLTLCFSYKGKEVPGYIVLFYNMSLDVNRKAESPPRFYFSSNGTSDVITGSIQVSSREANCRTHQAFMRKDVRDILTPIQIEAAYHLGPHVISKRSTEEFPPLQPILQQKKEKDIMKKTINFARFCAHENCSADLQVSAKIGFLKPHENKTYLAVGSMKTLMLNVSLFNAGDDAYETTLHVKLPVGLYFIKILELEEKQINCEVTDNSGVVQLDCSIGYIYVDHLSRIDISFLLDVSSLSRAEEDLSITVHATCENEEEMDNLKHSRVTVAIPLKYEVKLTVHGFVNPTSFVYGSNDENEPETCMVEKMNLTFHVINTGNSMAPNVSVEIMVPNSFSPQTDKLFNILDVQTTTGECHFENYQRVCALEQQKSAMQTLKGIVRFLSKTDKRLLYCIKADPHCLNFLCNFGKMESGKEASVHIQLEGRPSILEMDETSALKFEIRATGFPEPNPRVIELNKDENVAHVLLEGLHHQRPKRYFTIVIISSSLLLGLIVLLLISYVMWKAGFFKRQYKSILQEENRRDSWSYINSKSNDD
# MCL1 BIM primary: inhibitors of human MCL1 binding to BIM-BH3 peptide | Q07820 | GST-MCL1 / FITC-Bim-BH3 fluorescence polarization | inhibition, % at 10.9 µM | actives 0.68% (n = 320,000) | AID 2057;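 active = inhibition above the mean inhibition of all tested compounds plus 3 SD, set per campaign, cut at about 40% in these data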;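 also: 0% = DMSO wells and 100% = unlabeled Bim-BH3 peptide control; higher means more loss of mP so more displacement of Bim peptide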
# An asterisk follows results filed as active; i = inactive; ? = inconclusive; nt = no result given; [ ] = dose if it differs, or a comment.
SMILES,GLD-1 RNA inh,GRK2 inh,BCLXL inh,Fam108B inh,CIT2-GFP yeast,AGP1-GFP MLPCN,MEX-5 binding,VLA-4 inh,MCL1 BIM primary
Nc1nonc1-n1nnc(C(=O)N/N=C/c2cccnc2)c1CSC1=NCCS1,-7,4,-6,-8,90,108,-0.9,-3,1
COc1ccccc1CO/N=C/c1cccn1-c1nccc(N(C)C)c1C#N,0,0,0,-2,97,99,0.3,6,-6
Cc1ccc(NC(=O)c2[nH]cnc2C(=O)NN)cc1,9,4,0,-4,109,103,1.4,20,3
CC1(C)CC(=O)C(C=NCCN2CCN(CC(=O)Nc3ccc(F)cc3)CC2)=C(O)C1,3,0,3,-1,99,106,4.5,3,4
O=C(Nc1cccc(S(=O)(=O)NC2=NCCCCC2)c1)c1cc(-c2ccccc2Cl)nc2ccccc12,1,0,-2,-22,97,94,-1.0,2,-4
O=C(CCCCCN1C(=O)[C@@H]2Cc3ccccc3CN2C1=O)Nc1ccccc1F,-3,3,6,4,101,100,0.1,4,10
CCOC(=O)c1sc2nc(N3CCOCC3)c3c(c2c1N)CCC3,4,0,4,6,94,95,nt,2,3
NCc1ccc2[nH]c(=O)[nH]c2c1,-3,5,8,3,100,102,0.3,-8,3
O=C(Cc1nnc(NC(=O)c2ccccc2)s1)N/N=C/c1ccc(O)cc1,-7,0,3,-2,110,106,1.2,11,9
COc1ccc(/C=N/N2CCN(C)CC2)c(OC)c1OC,9,0,6,3,101,82,0.4,0,-4
O=C(CN(C(=O)CNS(=O)(=O)c1ccc(F)cc1)c1ccc(F)cc1)NCc1ccco1,5,2,6,0,102,100,0.4,-6,5
O=C1CC2(CCN(S(=O)(=O)c3ccccc3)CC2)Oc2ccccc21,10,4,4,3,102,108,1.0,13,5
O=C(Nc1ncn[nH]1)c1cc(S(=O)(=O)Nc2ccc(Cl)cc2)ccc1Cl,0,1,-1,1,95,97,-1.1,4,6
CCOC(=O)c1[nH]c(C)c(CN(C(C)=O)c2ccc(OCC)cc2)c1C,6,3,4,0,nt,86,0.4,6,6
COc1ccc(C(=O)NNC(=O)Cc2coc3cc(OC)ccc23)cc1,2,7,nt,nt,107,102,nt,2,nt
COc1ccc(-n2c(=S)[nH]c3cc(C(=O)Nc4ccc(C)c(F)c4)ccc3c2=O)c(OC)c1,6,1,5,-32,109,103,-2.3,-1,14
Cc1ccc(Cl)c(OCCN2CCCC(C)C2)c1 (stereo unspecified),-1,0,4,-8,111,90,-1.7,11,-5
Cc1ccc(S(=O)(=O)Nc2ccc(NC(=O)CN3CCCCC3)c(Cl)c2)cc1,-2,0,-5,0,93,101,-1.2,10,-2
CCOc1ccc(NC(=O)c2ccc3[nH]c(=O)c(=O)[nH]c3c2)cc1,2,4,4,5,96,104,-1.9,9,2
CCOc1ccc(-c2nc(N)nc(C)c2-c2ccc(Cl)cc2)c(O)c1,19,1,17,-2,96,62,0.3,-5,22
Cc1ccc(NC(=O)NCCN2CCCCC2)cc1C,-2,0,-1,-2,106,99,-2.6,6,11
Cc1ccc(N)cc1S(=O)(=O)N(C)C,-4,0,1,-1,90,94,-3.2,7,-1
C/C(=N/NC(=O)c1cnccn1)c1ccncc1,3,0,4,-1,109,111,-1.5,1,6
Cc1ccc2cc(CCNC(=O)c3ccc(C)c([N+](=O)[O-])c3)c(=O)[nH]c2c1,1,6,1,-1,107,104,-0.5,4,6
CC(c1ccccc1)n1c(-c2cccs2)nc2c(c(=O)c3ccccc3n2C)c1=O (stereo unspecified),-5,4,0,-2,111,109,1.7,0,-7

# Next part:
SMILES,GLD-1 RNA inh,GRK2 inh,BCLXL inh,Fam108B inh,CIT2-GFP yeast,AGP1-GFP MLPCN,MEX-5 binding,VLA-4 inh,MCL1 BIM primary
Cc1c(C(=O)NC2CCC(C)CC2)oc2ccccc12 (stereo unspecified),4,0,3,4,102,109,2.9,14,-4
COC(=O)[C@@]1(Cc2ccc(F)cc2)[C@H]2c3cc(C(=O)N(C)C)n(CCc4ccccn4)c3C[C@H]2CN1C(=O)c1ccccc1,5,1,3,-2,101,106,-1.3,-1,3
O=C1CN(C(=O)COC(=O)C2=COCCO2)c2ccccc2N1,-7,3,2,0,101,111,-2.3,-12,-2
O=C(COC(=O)CCc1nc2ccccc2s1)Nc1nc(-c2ccccc2)cs1,-4,2,0,-3,98,107,0.8,5,2
COCCSc1nnc(NC(=O)c2cc(OC)c(OC)cc2[N+](=O)[O-])s1,-1,3,-4,0,102,99,0.6,-6,-7
COc1ccccc1CNC(=O)N1CCN(c2ccccc2Cl)CC1,-3,2,1,1,95,98,-2.2,3,-5
CC#CCN(CC#CC)S(=O)(=O)c1ccc(S(=O)(=O)N2CCOCC2)cc1,0,1,0,2,95,101,2.7,-3,-1
CCOC(=O)c1ccc(NC(=O)Nc2ccn(C)n2)cc1,-11,1,7,-4,104,101,-2.2,-4,10
COC(=O)c1c(C)oc(C)c1S(=O)(=O)NCc1ccc(OC)cc1,2,0,-1,0,109,114,0.9,3,6
CCOc1ccc(NC(=S)N(CCCN2CCCC2)Cc2cccn2Cc2ccc(Cl)cc2)cc1,0,0,0,-3,95,104,2.9,11,7
Cc1ccc(S(=O)(=O)N2CCC(C(=O)NC3CC(C)(C)NC(C)(C)C3)CC2)cc1,3,2,-4,-2,96,98,-1.3,0,-2
Fc1ccc2[nH]c3c(Cl)ncnc3c2c1,4,0,4,-2,95,106,-2.1,-1,4
Cn1c(COc2ccc(Cl)cc2)nnc1SCC(=O)NC1CCCC1,5,0,-2,-1,116,98,-1.3,-3,-3
Cc1cc(-c2ccccc2)nc(N2CCC(C(=O)NC34CC5CC(CC(C5)C3)C4)CC2)n1,7,2,5,6,104,108,-0.1,4,5
CCCc1nnc(SCC(=O)O)n1/N=C/c1ccc2c(c1)OCO2,8,3,-6,1,106,100,0.3,18,-6
CN(c1ccccc1)S(=O)(=O)c1cccc(NC(=O)CSc2ncn[nH]2)c1,2,25,5,0,100,95,1.4,-9,-8
O=C(Nc1ccc(N2CCOCC2)c(S(=O)(=O)Nc2cc(Cl)ccc2Cl)c1)c1cccnc1,0,0,5,-2,97,101,1.3,1,6
COc1ccc2c(c1)-c1nc(/N=C/c3ccc(O)cc3)sc1CC2,4,2,5,3,94,95,nt,-20,9
CC(=O)c1ccc(N2CCN(C(=O)c3ccc4[nH]c(C)c(C)c4c3)CC2)cc1,11,0,nt,nt,106,100,nt,-2,nt
Cc1cc(SCC(=O)Nc2ccccc2)nc(C)n1,-1,1,1,-3,108,103,0.0,-10,12
CCC(=O)N(CC)Cc1cc(=O)[nH]c2ccccc12,2,2,-3,-1,99,101,4.1,5,-2
CCN1CCN(C(c2ccc(OC)cc2)c2nnnn2Cc2ccc3c(c2)OCO3)CC1 (stereo unspecified),5,0,5,-2,93,98,-0.8,-1,-3
Cc1cccc(N(C(=O)CCC(=O)Nc2cccnc2)C(C(=O)NC2CCCC2)c2ccncc2)c1 (stereo unspecified),6,0,2,4,93,108,-0.6,-4,1
CCN(CCn1cccn1)C(=O)CCc1nnc(C2CCCCC2)o1,7,0,-1,2,106,103,-0.6,-3,-4
COc1ccc(/C(O)=C2/C(=O)C(=O)N(CCCN3CCOCC3)C2c2ccc(C(C)C)cc2)cc1 (stereo unspecified),nt,2,nt,nt,100,101,1.3,1,nt

# (cont.)
SMILES,GLD-1 RNA inh,GRK2 inh,BCLXL inh,Fam108B inh,CIT2-GFP yeast,AGP1-GFP MLPCN,MEX-5 binding,VLA-4 inh,MCL1 BIM primary
CCOc1ccc(NC(=O)CN2C(=O)CSC(C)C2=O)cc1 (stereo unspecified),0,1,3,-3,105,98,-0.3,2,2
Cc1ccccc1Cn1cnc2ccccc2c1=O,-6,3,9,3,98,103,0.3,-7,-1
CCc1cccc(NC(=O)C2CCN(c3ncnc4sc(C)c(C)c34)CC2)c1,6,0,nt,nt,85,96,nt,-8,nt
CC(Sc1nc2ccccc2[nH]1)C(=O)Nc1ccc2c(c1)OCCO2 (stereo unspecified),3,0,4,2,98,95,-0.4,4,-11
Cc1ccc(C(C)C)c(OC/C(O)=C(\C#N)c2nc3ccccc3[nH]2)c1,8,2,0,4,102,107,-2.0,-5,5
COCCCN1C(=O)c2ccc(C(=O)OCC(=O)N(C)c3ccccc3)cc2C1=O,-3,1,2,0,98,104,-3.4,-4,1
Cc1nc2c3ccccc3n(CC(=O)c3ccc(F)cc3)c(=O)n2n1,4,2,6,-3,104,112,-1.7,-18,4
O=C(O)C1OC(C(=O)O)C2C1C(F)(F)C2(F)F (stereo unspecified),8,3,-2,3,98,103,-2.0,5,-5
CN(C)S(=O)(=O)N(CC(=O)N1CCN(Cc2ccccc2)CC1)c1ccccc1,-5,0,-3,-1,79,107,2.8,-3,1
Cc1ccc(S(=O)(=O)c2c(N)n(CCC(C)C)c3nc4ccccc4nc23)cc1,5,0,2,-20,99,100,-2.6,0,-1
CCN(C(=O)Cn1cc(C(C)=O)c2ccccc21)c1ccccc1,1,3,5,4,102,101,0.1,3,2
CCOC(=O)C1CCN(c2c(NCc3ccc(N(C)C)cc3)c(=O)c2=O)CC1,4,0,4,0,107,110,-1.5,10,4
Cc1cc(-c2ccccc2)nc(SCC(=O)c2cccc([N+](=O)[O-])c2)n1,5,0,6,-2,91,84,-1.1,-8,8
O=c1/c(=C/c2ccco2)sc2n1CN(c1ccccc1)CN=2,4,4,14,-6,112,101,-2.0,4,8
COc1ccc(/C=N/NC(=O)c2cccnc2)c2ccccc12,-5,0,8,-1,94,94,1.4,6,6
CCN(CC)C(=O)c1sc(NC(=O)c2ccc3c(c2)OCO3)c(C#N)c1C,4,0,4,4,?,24[may fluoresce violet],-0.7,-2,6
CCn1c(SCC(=O)NCc2ccccc2)nc2c(c1=O)SC(C)C2 (stereo unspecified),5,1,2,2,108,109,0.7,-16,4
COc1ccc(C(=O)N2CCOCC2)cc1S(=O)(=O)N1CCCc2ccccc21,7,4,8,2,108,109,0.8,5,8
CN(C)S(=O)(=O)N1CCC(Oc2cccc(C(=O)N3CCCCCCC3)c2)CC1,-6,0,-3,-4,81,69,2.7,-5,-4
Cc1ccc(C2=CC(=O)C[C@H](c3ccc4c(c3)OCO4)C2)cc1,4,8,3,nt,96,98,nt,2,1
CCN1C(c2ccccc2)=C(c2ccccc2)S/C1=C\C=C1/SC(=S)N(C)C1=O,-2,33,13,-21,98,103,-1.7,i,24
CN(C)S(=O)(=O)N1CCC(CCCC2CCN(S(=O)(=O)N(C)C)CC2)CC1,-8,0,6,2,105,100,1.5,-21,5
CCOC(=O)CSc1nc2ccccc2c(=O)n1CC,0,0,6,-2,102,103,-0.3,-2,-1
CCOc1ccc(NC(=O)COc2ccc(C(=O)NCc3cccc(OC)c3)cc2OC)cc1,10,0,5,nt,98,97,nt,8,1
O=C(NCCc1nc2ccccc2[nH]1)Nc1ccccc1,-2,1,1,3,94,101,1.9,11,-2
CCOc1ccc(CCNC(=O)Cn2cccc2C(=O)c2ccccc2)cc1OCC,-5,2,4,2,102,104,0.3,14,6
Cc1ccc(S(=O)(=O)N2CCC(=O)N(C(CO)Cc3ccccc3)CC2)cc1 (stereo unspecified),4,nt,3,1,nt,nt,-1.0,nt,5
COc1ccc(C(=O)c2coc3ccc(OC(C)=O)cc23)cc1,7,0,-1,1,91,91,1.0,-2,-3

# Bioassay records: PubChem, several laboratories
